STEP inh – inhibitors of human striatal-enriched phosphatase STEP. recombinant STEP, OMFP fluorogenic substrate, fluorescence. inhibition, % at 20 µM. 360,000 compounds, 0.25% hits;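 active means inhibition at 20 µM, scaled per plate between control wells, above about 37%, limit read from the data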;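 further: 0% = DMSO with enzyme and substrate and 100% = substrate only without enzyme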
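material = STEP tyrosine phosphatase | reagent = fluorogenic phosphatase substrate OMFP at 25 µM final | doses = single compound dose of 20 µM, 1% DMSO final | schedule = 20 min reaction, room temperature, in the dark | measured by = fluorescence, 480/540 nm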
CSN deneddyl inh – inhibitors of human CSN-mediated cullin deneddylation; Purified CSN, SCF-Nedd8-OG deneddylation, fluorescence polarization; AID 651999; inhibition, % at 12.5 µM; Q92905; 360,000 compounds, 0.38% hits;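 active means pattern-corrected inhibition above about 35%, with an unprinted fluorescence ratio check between 0.5 and 1.5, limit read from the data, passing the limit was not always enough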;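 further: 0% = enzyme with substrate and 100% = substrate without enzyme; some results filed as inactive read as strong as hits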
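Test system: Human Csn5 produced in HEK293T cells | Compound: 12.5 µM single point | Times: 90 min, room temperature | Signal: Fluorescence polarization readout | Read-out basis: % inhibition of substrate cleavage by Csn5 | Controls: no-enzyme wells high, enzyme-with-substrate wells low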
Neddyl block – cullin neddylation inhibition | calls only at 25 µM | P61081+Q13564 | 360,000 compounds, 0.58% hits | TR-FRET cullin neddylation, biochemical; in the data active means inhibition above about 36%
SUMO1-SIM PPI – SUMO1-SIM interaction modulation; P63165; SUMO1 binding to a labelled peptide, TR-FRET, 1 h; inhibition, % at 20 µM; 360,000 compounds, 0.33% hits; in the data active means inhibition above about 37%
DNMT1 block – blocks human DNA methyltransferase DNMT1; P26358; DNMT1 molecular beacon, Hinp1I cleavage, fluorescence; inhibition (reported as % activation of signal), % at 10 µM; 360,000 compounds, 0.83% hits; in the data active means inhibition above about 50%
Target sequence (P26358 504-1616 limits assumed): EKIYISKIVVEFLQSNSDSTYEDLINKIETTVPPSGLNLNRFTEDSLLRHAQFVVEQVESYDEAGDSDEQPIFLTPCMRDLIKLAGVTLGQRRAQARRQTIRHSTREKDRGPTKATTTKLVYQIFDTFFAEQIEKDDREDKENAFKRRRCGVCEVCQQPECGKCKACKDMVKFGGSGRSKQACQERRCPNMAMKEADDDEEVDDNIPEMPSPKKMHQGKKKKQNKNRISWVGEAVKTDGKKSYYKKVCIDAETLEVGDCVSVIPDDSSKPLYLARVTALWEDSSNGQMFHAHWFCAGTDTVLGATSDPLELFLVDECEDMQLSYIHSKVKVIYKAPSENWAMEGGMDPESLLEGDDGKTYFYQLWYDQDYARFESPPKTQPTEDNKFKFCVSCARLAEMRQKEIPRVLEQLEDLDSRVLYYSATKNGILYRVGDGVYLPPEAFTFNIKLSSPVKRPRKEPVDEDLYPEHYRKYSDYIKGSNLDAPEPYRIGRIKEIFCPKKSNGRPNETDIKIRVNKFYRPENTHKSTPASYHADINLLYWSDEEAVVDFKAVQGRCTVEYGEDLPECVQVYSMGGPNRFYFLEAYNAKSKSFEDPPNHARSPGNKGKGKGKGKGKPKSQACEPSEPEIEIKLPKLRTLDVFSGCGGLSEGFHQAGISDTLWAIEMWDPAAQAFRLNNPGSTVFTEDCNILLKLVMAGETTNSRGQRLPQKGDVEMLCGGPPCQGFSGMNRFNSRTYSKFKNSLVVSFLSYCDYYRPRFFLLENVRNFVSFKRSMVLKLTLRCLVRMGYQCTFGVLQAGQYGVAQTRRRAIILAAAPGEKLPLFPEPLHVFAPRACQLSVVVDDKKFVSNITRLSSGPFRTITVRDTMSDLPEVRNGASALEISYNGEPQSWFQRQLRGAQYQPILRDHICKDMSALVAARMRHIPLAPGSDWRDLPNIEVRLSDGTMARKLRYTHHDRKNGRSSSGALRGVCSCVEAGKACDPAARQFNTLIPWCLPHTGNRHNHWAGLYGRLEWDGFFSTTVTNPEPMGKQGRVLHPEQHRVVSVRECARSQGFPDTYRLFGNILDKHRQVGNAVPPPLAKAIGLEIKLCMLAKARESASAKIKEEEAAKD
LMPTP inh – blocks human LMPTP phosphatase. recombinant LMPTP-A, OMFP fluorogenic substrate, fluorescence intensity. inhibition, % at 20 µM. 360,000 compounds, 0.22% hits. AID 651560;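 active means compounds that cut the enzyme signal by at least half of the control window in the single-dose screen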;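 further: plate controls were DMSO wells with enzyme plus substrate for no effect and substrate without enzyme for full effect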
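test system = LMPTP-A | amount = 0.625 nM LMPTP-A final | reagent = fluorogenic phosphatase substrate OMFP at 400 µM final | incubation = 50 min at room temperature | benchmarks = no-enzyme low control, uninhibited high control | medium = Bis-Tris pH 6.0, DTT, detergent | signal = fluorescence intensity of OMFP turnover product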
Scp1 inh – inhibitors of human Scp-1 phosphatase; Q9GZU7; Recombinant Scp1, phosphopeptide, malachite green phosphate absorbance; 340,000 compounds, 0.88% hits; inhibition, % at 20 µM; AID 493091;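 active means inhibition above about 50% at 20 µM, limit read from the data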;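 further: plate controls were DMSO wells with enzyme for no effect and wells lacking enzyme for full effect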
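Material: truncated SCP-1 phosphatase (76-261aa) / Buffer or medium: 50 mM Tris acetate pH 5.5, 0.005% Tween-20, 10 mM MgCl2 / Compound dosing: one concentration, 20 µM, with 1.0% DMSO / Incubation: 45 min room-temperature reaction, 5 min colour, 30 min stabiliser / Detection: colorimetric free-phosphate detection, absorbance 630 nm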
Rin1-Abl PPI inh – blocks binding of human Rin1 to Abl | P00519+Q13671 | AID 588664 | 360,000 compounds, 0.4% hits | inhibition, % at 7.35 µM | TR-FRET Rin1/Abl binding, biochemical; in the data active means inhibition above about 5%, passing the limit was not always enough
Rpn11 inh – inhibitors of human proteasome Rpn11; human 26S proteasome, Ub4-pepOG fluorescence polarization; 20S core pre-blocked with epoxomicin; calls only at 20 µM; 360,000 compounds, 0.59% hits; AID 588493;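 active means inhibition at 20 µM, scaled to each plate's controls, above about 33%, limit read from the data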
NadD block – NadD (S. aureus) enzyme inhibition | AID 602399 | 360,000 compounds, 0.78% hits | inhibition, % at 20 µM | purified NadD enzyme, colorimetric absorbance read-out; in the data active means inhibition above about 26%; further: some compounds past the cut are filed as inactive
Numbers without * were called inactive; i = inactive; . = not tested or not shown; + = active, no number.

SMILES	STEP inh	CSN deneddyl inh	Neddyl block	SUMO1-SIM PPI	DNMT1 block	LMPTP inh	Scp1 inh	Rin1-Abl PPI inh	Rpn11 inh	NadD block
Cc1nc2cc(Cl)ccc2c(=O)n1Cc1ccncc1	-2	1	i	-5	2	-0.6	2	6	i	0
C=CCn1c(SCC(=O)Nc2cc3oc4ccccc4c3cc2OC)nnc1-c1cnccn1	-2	-2	i	-3	-9	2.5	-11	0	i	-9
CCc1ccc(N(C(=O)c2csnn2)C(C(=O)NC2CCCCC2)c2ccncc2)cc1 (stereo not drawn)	-1	1	i	1	2	-1.8	-8	1	i	3
Cc1ccccc1NC(=O)CN1C(=O)S/C(=C\c2ccc(-c3cccc(C(=O)O)c3C)o2)C1=O	18	2	.	-1	10	9.9	27	2	i	-1
CC1(C)CC(=O)C(C=NCCN2CCN(C(=S)Nc3ccccc3)CC2)=C(O)C1	1	-2	i	2	0	-2.2	-3	1	i	5
CCN(CC)C(=O)Cn1cnc2sc(C(=O)NCCCN3CCOCC3)c(C)c2c1=O	1	2	i	3	1	-0.1	-4	-1	i	2
CCN(CC)C(=O)c1cc(-c2ccccc2OC)on1	-3	-3	i	0	4	0.1	-4	0	i	3
O=S(=O)(c1cccs1)N1CCCc2cccc(O)c21	-8	3	i	-1	0	-1.0	1	2	i	-1
Cc1cc(C)c(C#N)c(N2CCOCC2)n1	2	3	+	0	1	-0.8	-6	-3	i	2
CCOC(=O)c1ccc(S(=O)(=O)N2CCC(C(=O)OCC)CC2)cc1	0	2	i	-3	-2	-0.6	-5	0	i	5
COc1ccccc1-c1ccc(=O)n(CC(=O)NCc2ccco2)n1	-1	-11	i	-4	4	-0.1	-4	-1	i	2
O=C(/C=C1\OCc2cc(OCc3ccccc3)ccc21)OCc1ccccc1	.	3	i	2	.	5.0	.	.	.	.
CC1C(c2ccccc2)OCCN1C(=S)NC(=O)c1ccccc1 (stereo not drawn)	8	2	i	4	-1	1.6	.	3	i	-2
O=C(CN1CCN(C(=O)C2CC2)CC1)Nc1cc(C(F)(F)F)cc(C(F)(F)F)c1	-1	3	i	-4	-2	-0.2	-6	3	i	1
Cn1c(=O)c2c(nc(Br)n2Cc2ccc3ccccc3c2)n(C)c1=O	-1	2	i	5	-8	1.8	-7	-5	i	-2
CCN(CC)C(=O)C1=C(C)NC(=S)NC1c1cn(-c2ccccc2)nc1-c1ccc(Cl)cc1 (stereo not drawn)	-6	1	i	-3	-11	-0.4	-3	1	i	29
NC(=O)[C@@H]1CCCCNc2c(F)cc([N+](=O)[O-])cc2C(=O)N[C@@H](CC(=O)O)C(=O)NCC(=O)N1	-3	-1	i	-9	1	-1.1	-2	1	i	1
CCCC(C)(C)C(=O)N1CCC1(C)C(=O)Nc1ccc2c(c1)OCCO2 (stereo not drawn)	1	-10	i	0	2	-1.6	.	-4	i	-3
COc1ccc(C2C3C=CCC(c4cccc(-c5ccc(C)cc5)c4)C3C(=O)N2Cc2ccccc2)cc1Cl (stereo not drawn)	3	-1	i	-3	6	5.4	-14	2	i	36*
CCn1c2ccccc2c2cc(NC(=O)c3ccc(Br)o3)ccc21	-2	26	i	2	-14	2.1	-2	0	.	21
CCOC(=O)[C@]12Cc3c(cc(OC)c(OC)c3OC)[C@H]1N(CCC(=O)OC)C(=O)c1cc(OC)ccc12	.	-2	i	4	.	-0.7	.	.	.	9
Cc1cccc(N2C(=O)N3[C@H](c4ccc(Br)cc4)[C@@H]4C(=O)N(C(C)(C)C)C(=O)[C@@H]4[C@]3(C)C2=O)c1	-1	1	i	2	2	1.2	0	-2	i	1
Cn1c(=O)[nH]c(=O)c2c1nc(SCCCO)n2CCCc1ccccc1	2	-1	i	-2	-1	-1.2	-1	1	i	-6
CCOC(=O)N1CCN(S(=O)(=O)c2cc(OCC(N)=O)c(C)cc2Cl)CC1	-4	4	i	-2	0	0.0	8	-2	i	1
COc1ccccc1-c1ccc(Nc2cccc(C(F)(F)F)c2)nn1	-2	2	i	0	-4	0.1	15	-4	i	3

New compounds follow.
SMILES	STEP inh	CSN deneddyl inh	Neddyl block	SUMO1-SIM PPI	DNMT1 block	LMPTP inh	Scp1 inh	Rin1-Abl PPI inh	Rpn11 inh	NadD block
Cn1c(N)c(C(=O)COC(=O)COc2ccccc2Cl)c(=O)n(C)c1=O	1	0	i	4	2	1.7	4	2	i	-8
Clc1ccc(COn2ccnc2)cc1Cl	0	-4	i	0	-3	-0.3	-3	2	i	4
CN(C)S(=O)(=O)c1ccc(N2CCCC2)c(C(=O)OCC(=O)N2CCN(c3ccccc3)CC2)c1	0	1	i	-1	-1	0.8	2	0	i	-2
N#Cc1nc(-c2cccs2)oc1NCCc1ccccc1	3	4	.	-6	-6	0.0	-16	-3	i	-7
OC(c1cccc(Cl)c1)c1nc(-c2cnc3ccccc3c2)cs1 (stereo not drawn)	2	3	i	-14	-13	1.7	.	0	i	-4
Cn1c(SCC(=O)NC2CC2)nnc1-c1ccccn1	-2	1	i	-2	0	0.3	1	1	i	-4
CCC1CN(C(=O)NCc2cccc(OC)c2)c2ccccc2O1 (stereo not drawn)	-2	-3	i	1	-1	0.4	-4	0	i	-5
CC(=O)Nc1ccc(OCC(O)CN2CCN(S(=O)(=O)c3ccc(NC(C)=O)cc3)CC2)cc1 (stereo not drawn)	-2	-3	i	1	1	-0.6	0	1	i	-4
O=C(CCCCCNC(=O)N1CCn2c1nc1ccccc12)NCc1ccccc1Cl	0	1	i	9	-1	-0.5	-6	-2	i	3
O=C(CCN1C(=O)/C(=C/c2ccc(F)cc2)SC1=S)NCCCn1ccnc1	0	17	i	-21	-4	1.2	-11	-9	.	10
Cc1nnsc1C(=O)N/N=C/c1ccc2ccccc2c1O	0	68*	i	-26	0	0.6	-10	-2	.	-2
CC1(C(=O)NC2CCCCC2)CCC(=O)N1CC(F)(F)F (stereo not drawn)	1	-3	i	-3	5	-0.6	.	4	i	-11
CCCCOC(=O)CSC1=C(C#N)C(c2cccnc2)C(C(=O)OCC)=C(c2ccccc2)N1 (stereo not drawn)	2	-1	i	-3	-9	5.0	5	3	i	-6
Cc1ccc(-n2nnnc2-c2nc3ccccc3s2)cc1	-3	-2	i	4	-1	0.1	-9	-2	i	-7
CCC(C)NC(=O)Cn1cc2c(n1)CCC(C)C2 (stereo not drawn)	-1	-4	i	-3	3	0.8	-8	-2	i	-3
Cc1ccc2nc(C3CCCCC3)[nH]c2c1	-2	1	i	2	2	-0.9	44	1	i	-4
Oc1ccc(C(=S)N2CCCCC2)cc1Cl	-1	-2	i	8	2	-2.8	-2	-4	i	-2
CCCCC(c1nnnn1CC1CCCO1)N1CCN(c2ccccc2)CC1 (stereo not drawn)	2	4	i	4	-4	-1.4	-6	0	i	-2
O=c1cc(CN2CCN(c3ccc(F)cc3)CC2)nc2sccn12	0	-1	i	-2	0	-1.5	6	0	i	6
CCc1ccc(N2CN=c3s/c(=C\c4ccccc4)c(=O)n3C2)cc1	-1	3	i	-24	0	-1.5	-14	-3	i	-5
O=S(=O)(/C=C/c1ccccc1)NC1CCCCCCC1	5	-4	i	-2	1	0.8	-7	1	i	-5
COc1ccc(Nc2nc(C)cc(C)c2C(N)=O)c(OC)c1	0	3	i	0	-1	-1.0	-6	0	i	1
O=C(Cn1ccnc1)c1ccc(O)c(O)c1	-1	-2	i	5	15	0.9	2	7	i	1
CCOc1cc(N2CCOCC2)c(OCC)cc1NC(=O)COc1cccc(CC)c1	-2	-5	i	7	-7	1.1	-6	3	i	3
COC(=O)c1ccc2nc(C3CCCCC3)c(Cc3cccc(F)c3)n2c1	-1	-4	i	-3	4	-0.1	.	0	i	3

Exported as a markdown table: part of the list above
| Structure | STEP inh | CSN deneddyl inh | Neddyl block | SUMO1-SIM PPI | DNMT1 block | LMPTP inh | Scp1 inh | Rin1-Abl PPI inh | Rpn11 inh | NadD block |
| --- | --- | --- | --- | --- | --- | --- | --- | --- | --- | --- |
| O=C(CCCCCNC(=O)N1CCn2c1nc1ccccc12)NCc1ccccc1Cl | 0 | 1 | i | 9 | -1 | -0.5 | -6 | -2 | i | 3 |
| O=C(CCN1C(=O)/C(=C/c2ccc(F)cc2)SC1=S)NCCCn1ccnc1 | 0 | 17 | i | -21 | -4 | 1.2 | -11 | -9 | . | 10 |
| Cc1nnsc1C(=O)N/N=C/c1ccc2ccccc2c1O | 0 | 68* | i | -26 | 0 | 0.6 | -10 | -2 | . | -2 |

Next section
SMILES	STEP inh	CSN deneddyl inh	Neddyl block	SUMO1-SIM PPI	DNMT1 block	LMPTP inh	Scp1 inh	Rin1-Abl PPI inh	Rpn11 inh	NadD block
O=Cc1ccc(OC(=O)CCCCC(=O)Oc2ccc(C=O)cc2)cc1	0	9	i	-7	6	-0.4	-23	6	i	-5
O=[N+]([O-])c1ccc(Cl)cc1P(=O)(O)c1cc(Cl)ccc1[N+](=O)[O-]	-4	-2	i	-18	6	-0.4	7	2	i	3
CC1CCCN(C(=O)Cn2c(=O)oc3ccccc32)C1 (stereo not drawn)	2	-2	i	-3	3	-0.8	-3	-3	i	-1
COc1ccc(NC(=O)CCNC(=O)Cn2cnc3ccccc3c2=O)cc1OC	0	-1	i	4	1	0.0	0	1	i	-2
CO/C([O-])=N/c1c[n+](-c2ccc(Cl)cc2)no1	2	-2	i	-18	-5	-0.1	1	-3	+	-5
Cc1ccc2nc(NC(=O)c3ccco3)sc2c1	-5	2	i	1	-1	0.2	-7	-3	i	-3
O=C(Nc1cccc(-c2nn[nH]n2)c1)c1cccs1	-2	-3	i	14	3	-1.0	-8	2	i	3
COc1ccc(OC)c(C2C(C(N)=O)=C(C)Nc3nc(-c4cccc(Cl)c4)nn32)c1 (stereo not drawn)	-3	-1	i	0	-3	-0.3	-5	0	i	6
COC(=O)CSc1nc2cc3c(cc2cc1C)OCCO3	-4	0	i	-13	-3	0.2	-4	-4	i	2
COCC(=O)N/N=C(\C)CC(=O)NCc1ccco1	1	-11	i	-3	0	-0.7	-7	3	i	1
COc1ccc(CNC(=O)CCCSc2ccccc2)cc1	3	-3	i	-11	-1	1.3	-9	-1	i	1
Cc1ccccc1Cn1c2ccccc2c2cnn(CC(=O)NCc3ccccn3)c(=O)c21	2	-4	i	0	-3	0.1	-3	-1	i	-3
O=C(COc1ccccc1F)NCc1ccc(-n2cccc2)cc1	-2	2	i	11	6	-1.0	-5	-1	i	-14
Cc1ccc(NC(=O)c2ccsc2)cc1NS(C)(=O)=O	-1	1	i	3	-1	0.1	-9	0	i	-3
Cc1cc2cc(C(c3nnnn3Cc3ccco3)N3CCc4ccccc43)c(=O)[nH]c2cc1C (stereo not drawn)	13	21	i	5	-14	3.0	-17	2	i	32*

From PubChem BioAssay
